Source: PubChem BioAssay (National Center for Advancing Translational Sciences (NCATS))
DT40 TDP1 no CPT – qHTS for Inhibitors of human tyrosyl-DNA phosphodiesterase 1 (TDP1): qHTS in cells in absence of CPT. Potency, µM (highest dose often 46.2 µM), for the others: at the highest dose activity change, negative = growth inhibition, hits mostly inhibitors. 420,000 compounds, 15% hits. DT40 Tdp1-/- hTDP1 cells, no CPT, ATP luminescence, 48 h; note: nearly all actives have a fitted effect of over 55% in size
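Chicken DT40 Tdp1-/- cells stably complemented with human TDP1 were seeded at 400 cells/well with DMSO in place of 20 nM camptothecin. After compound pinning, cells grew at least 48 hr at 37 °C; viability read by CellTiter-Glo luminescence.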
TDP1 inh – TDP1 (human) enzyme inhibition. recombinant TDP1, AlphaScreen DNA substrate cleavage. Potency, µM (titrated, usually from 130 µM), inactives show at the highest dose activity change, negative = inhibition, hits mostly inhibitors. 350,000 compounds, 0.28% hits; note: nearly all actives have a fitted effect of over 40% in size
Target sequence (Q9NUW8 whole entry, looked up): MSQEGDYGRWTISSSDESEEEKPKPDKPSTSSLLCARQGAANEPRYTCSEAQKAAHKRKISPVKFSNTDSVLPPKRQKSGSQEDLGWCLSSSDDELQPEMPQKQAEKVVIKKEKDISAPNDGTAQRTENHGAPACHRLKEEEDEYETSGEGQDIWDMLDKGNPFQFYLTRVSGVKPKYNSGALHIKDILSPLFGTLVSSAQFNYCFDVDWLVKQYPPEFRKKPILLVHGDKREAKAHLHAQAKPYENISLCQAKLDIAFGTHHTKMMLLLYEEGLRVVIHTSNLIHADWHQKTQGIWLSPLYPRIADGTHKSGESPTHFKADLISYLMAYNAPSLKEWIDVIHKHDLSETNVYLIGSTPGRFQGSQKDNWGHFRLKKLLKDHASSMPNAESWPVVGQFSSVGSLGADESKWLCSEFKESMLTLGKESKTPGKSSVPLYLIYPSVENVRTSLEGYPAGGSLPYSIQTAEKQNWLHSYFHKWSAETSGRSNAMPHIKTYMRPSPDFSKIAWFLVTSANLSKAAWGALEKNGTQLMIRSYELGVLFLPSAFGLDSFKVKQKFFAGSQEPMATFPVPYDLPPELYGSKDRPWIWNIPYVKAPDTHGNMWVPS
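Compounds were preincubated with Tdp1 (1 nM final) for 15 min at room temperature before substrate (15 nM final) started a 5 min reaction; beads (10 ug/ml final) were then added for 10 min before AlphaScreen detection.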
TDP1 cell CPT – growth inhibition of DT40 Tdp1-/-;hTDP1 cells with camptothecin (screen for TDP1 inhibitors) | chicken DT40 Tdp1-/-;hTDP1 cells + 20 nM CPT, ATP luminescence, 48 h | Potency, µM (top dose mostly 46.2 µM), inactives show at the highest dose activity change, negative = growth inhibition, actives largely listed as inhibitors | 420,000 compounds, 12% hits; note: nearly all actives have a fitted effect of over 55% in size
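Chicken DT40 Tdp1-/- cells stably complemented with human TDP1 were seeded at 400 cells/well in medium containing 20 nM camptothecin, exposed to pin-transferred compounds, and grown at 37 °C for at least 48 hr. Viability was read as ATP luminescence.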
* = called active by the depositor; ? = inconclusive; · = no result given. Calls come from the whole dose curve; as a rule, active = well fitted curve in the direction sought with a large enough effect; inconclusive = small, poorly fitted or top-dose-only effect, or another doubt; inactive = no such curve, though single readings can be large; an effect the other way counts as inactive or inconclusive. % is set by controls: 0 for no effect and ±100 for the full control effect; potency is the fitted concentration of half-maximal effect.

SMILES | DT40 TDP1 no CPT | TDP1 inh | TDP1 cell CPT
CC1Cc2ccccc2N1C(=O)c1cc2sccc2n1Cc1ccccc1 (centres undefined) | ? | 2.3% | ?
COc1ccc(-c2nc(S(=O)(=O)c3ccccc3)c(N3CCCC3)o2)cc1 | -4.7% | · | -0.7%
CC(C)C[C@@H](CN1CCCC1CN1C(=S)NC[C@@H]1Cc1ccc(O)cc1)N1C[C@H](Cc2ccccc2)N(CC2CCCCC2)C1=S (some centres undefined) | ? | · | ?
CC(=O)CSc1nc2c(c(=O)[nH]c(=O)n2C)n1Cc1ccccc1Cl | -21.5% | · | ?
COc1cccc2c1OCC(CN1CCN(Cc3ccccc3F)C(CCO)C1)=C2 (centres undefined) | -18.6% | · | -20.7%
NC(=O)c1nc(Nc2ccccc2)sc1NC(=O)c1ccccc1Br | 20.6µM* | 0.0% | ?
C[C@H](O)[C@@H]1CN2CCc3c([nH]c4ccccc34)[C@@H]2C[C@@H]1N(C)C(=O)Nc1ccccc1 | ? | · | ?
Cc1oc(-c2cccs2)nc1CN1CCN(CC(C)C)C(CCO)C1 (centres undefined) | ? | · | ?
CC(NS(=O)(=O)c1ccc(Cl)cc1)C(=O)Nc1ccc2c(c1)OCCO2 (centres undefined) | -7.1% | · | 0.5%
COc1cccc(CN2CCNC(=O)C2CC(=O)NCCc2nc(C)c(C)s2)c1OC (centres undefined) | -3.7% | 6.0% | -4.5%
CCCCCCC(=O)N/N=C/c1ccco1 | -27.9% | 5.3% | -10.9%
CC(=O)/C(C#N)=C1\NC(=O)C(Cc2ccc(F)cc2)S1 (centres undefined) | 1.3µM* | · | ?
CC(=O)Oc1c(C)c2c3c(c1OC(C)=O)[C@@H](C)CC[C@@H]3[C@@H](C)C[C@H]2C=C(C)C | ? | 0.6% | ?
Cc1cn2c(-c3ccncc3)nnc2s1 | 0.4% | 1.0% | -6.2%
CCn1cc(Br)c(C(=O)NC(=S)Nc2ccc(C(=O)OC)cc2)n1 | ? | -2.6% | ?
NC(=O)CSc1ncc2c(n1)-c1ccccc1N(Cc1ccc(F)cc1)S2(=O)=O | -14.1% | 2.6% | -23.9%
Cc1ccc(NC(=O)c2ccccc2N(C)S(C)(=O)=O)cc1C | 2.3% | 0.0% | -33.5%
COc1ccc(N2CCN(C(=O)c3cc4c(-c5cccc(OC)c5)nn(C)c4s3)CC2)cc1 | 14.6µM* | 12.0% | ?
O=S1(=O)C[C@H](N2CCOCC2)[C@@H](COCc2ccccc2)N1 | -22.9% | · | -15.7%
O=C(Nc1ccc2c(c1)OCO2)c1cc(C2CCCCN2C(=O)CCCc2ccccc2)on1 (centres undefined) | ? | · | ?
Cc1csc2ncc(C(=O)NCc3ccccn3)c(=O)n12 | -6.1% | 0.0% | -1.1%
CCN1CCC(O)(/C=C/c2ccc(C(C)C)cc2)C(C(=O)/C=C/c2ccc(C(C)C)cc2)C1 (centres undefined) | 23.1µM* | · | 14.6µM*
CSc1nnc(NC(=O)c2nc(S(=O)(=O)Cc3ccccc3F)ncc2Cl)s1 | -84.5% | 2.6% | 2.91µM*
COc1ccc(-c2nc3sc(CCNC(=O)C(=O)Nc4ccc(OC)c(OC)c4)c(C)n3n2)cc1 | 1.0% | 2.6% | -5.5%
CCOC(=O)c1sc(N2C(=O)C(O)=C(C(=O)c3ccco3)C2c2ccc([N+](=O)[O-])cc2)nc1C (centres undefined) | -3.7% | · | 16.2%
CCCCCCCCN1C(=O)[C@H](CC(=O)NCCCOCCCC)C[C@@]2(C(=O)OC)CC(C)(C)CC=C12 | 14.6µM* | · | ?
O=C(O)c1sc(Nc2ccccc2)nc1-c1ccccc1 | 7.1% | 3.6% | -4.3%
Cc1cccc(NC(=O)NCCN2C(=O)C3C4C=CC(C4)C3C2=O)c1 (centres undefined) | -0.6% | 2.5% | 3.8%
C#Cc1cccc(NC(=O)C2CCN(C(C)=O)CC2)c1 | 1.0% | 5.4% | -12.7%
COC(=O)C(Cc1ccccc1)NC(=O)CNC(=O)c1sc2ccccc2c1Cl (centres undefined) | ? | 4.1% | -6.8%

Three compounds already listed, sorted by heavy-atom count, largest number first.
SMILES | DT40 TDP1 no CPT | TDP1 inh | TDP1 cell CPT
O=C(Nc1ccc2c(c1)OCO2)c1cc(C2CCCCN2C(=O)CCCc2ccccc2)on1 (centres undefined) | ? | · | ?
COC(=O)C(Cc1ccccc1)NC(=O)CNC(=O)c1sc2ccccc2c1Cl (centres undefined) | ? | 4.1% | -6.8%
Cc1csc2ncc(C(=O)NCc3ccccn3)c(=O)n12 | -6.1% | 0.0% | -1.1%

The listing picks up, starting seven compounds before the break.
SMILES | DT40 TDP1 no CPT | TDP1 inh | TDP1 cell CPT
COc1ccc(-c2nc3sc(CCNC(=O)C(=O)Nc4ccc(OC)c(OC)c4)c(C)n3n2)cc1 | 1.0% | 2.6% | -5.5%
CCOC(=O)c1sc(N2C(=O)C(O)=C(C(=O)c3ccco3)C2c2ccc([N+](=O)[O-])cc2)nc1C (centres undefined) | -3.7% | · | 16.2%
CCCCCCCCN1C(=O)[C@H](CC(=O)NCCCOCCCC)C[C@@]2(C(=O)OC)CC(C)(C)CC=C12 | 14.6µM* | · | ?
O=C(O)c1sc(Nc2ccccc2)nc1-c1ccccc1 | 7.1% | 3.6% | -4.3%
Cc1cccc(NC(=O)NCCN2C(=O)C3C4C=CC(C4)C3C2=O)c1 (centres undefined) | -0.6% | 2.5% | 3.8%
C#Cc1cccc(NC(=O)C2CCN(C(C)=O)CC2)c1 | 1.0% | 5.4% | -12.7%
COC(=O)C(Cc1ccccc1)NC(=O)CNC(=O)c1sc2ccccc2c1Cl (centres undefined) | ? | 4.1% | -6.8%
CC1=Nn2c(nnc2-c2cccs2)SC1 | -15.7% | 3.9% | -13.4%
CC(=O)NN1C(=O)/C(=C\c2ccc(C)cc2)SC1=S | -15.7% | -3.9% | ?
O=C(NC(=S)NC1CCS(=O)(=O)C1)c1ccccc1 (centres undefined) | 5.8% | 2.9% | 1.6%
Cc1cc(NC(=O)CCSc2ccccc2)no1 | -0.1% | 0.0% | -8.0%
CC1(C)CC(=O)C=C(Nc2ccc(Br)cc2F)C1 | -18.7% | · | -25.7%
COC(=O)c1c[nH]c2c1-c1cc(C(=O)OCc3ccccc3)n(S(=O)(=O)c3ccc(C)cc3)c1C(=O)C2=O | 0.581µM* | · | 0.581µM*
CC(C)c1ccc(NC(=O)C2C3C=CC4(CN(Cc5cccnc5)C(=O)C24)O3)cc1 (centres undefined) | -18.4% | 8.4% | -2.4%
COc1ccc(SC[C@H](CC(C)C)N2CCN(CCc3ccccc3)CCC2=O)cc1 | 18.4µM* | 5.9% | 14.6µM*
COc1ccc(Cl)c(Cn2c(NCc3ccco3)nc3c2c(=O)n(C)c(=O)n3C)c1 | 3.66µM* | -13.2% | 4.61µM*
COCCCNC(=O)CCCN1C(=O)c2cccnc2Sc2ccccc21 | 4.1% | · | -6.3%
COc1ccc(CNCCCO)cc1OC | ? | 2.2% | ?
O=[N+]([O-])c1ccccc1CN1CCN(Cc2ccccn2)CC1 | ? | -2.6% | 25.9µM*
COc1ccc(OC)c(S(=O)(=O)N2Cc3ccccc3CC2C(=O)Nc2ccc(C)cc2C)c1 (centres undefined) | ? | 6.1% | ?
COc1ccc2sc3cccc(NCCN(C)C)c3c(=O)c2c1 | 10.3µM* | · | 13µM*
Cc1ccc(-c2cnc3c(c2)C(=O)N([C@H](C)CO)C[C@@H](C)[C@@H](CN(C)C(=O)Cc2ccccc2)O3)cc1 | ? | · | 0.1%

Four of the compounds above, with each value named.
Molecule: CC1=Nn2c(nnc2-c2cccs2)SC1
  DT40 TDP1 no CPT: -15.7%; TDP1 inh: 3.9%; TDP1 cell CPT: -13.4%
Molecule: COc1ccc2sc3cccc(NCCN(C)C)c3c(=O)c2c1
  DT40 TDP1 no CPT: 10.3µM*; TDP1 inh: ·; TDP1 cell CPT: 13µM*
Molecule: COc1ccc(SC[C@H](CC(C)C)N2CCN(CCc3ccccc3)CCC2=O)cc1
  DT40 TDP1 no CPT: 18.4µM*; TDP1 inh: 5.9%; TDP1 cell CPT: 14.6µM*
Molecule: O=C(NC(=S)NC1CCS(=O)(=O)C1)c1ccccc1 (centres undefined)
  DT40 TDP1 no CPT: 5.8%; TDP1 inh: 2.9%; TDP1 cell CPT: 1.6%

Next part
SMILES | DT40 TDP1 no CPT | TDP1 inh | TDP1 cell CPT
Cc1cc(Cl)ccc1OCC(=O)N(Cc1ccc(N(C)C)cc1)C1CCS(=O)(=O)C1 (centres undefined) | ? | 7.4% | ?
CCO[C@H]1OC(C(=O)O)=C[C@@H](c2ccc3c(c2)OCO3)[C@@H]1CCCO | 0.4% | 2.6% | 3.6%
O=C(NCC(c1cccs1)N1CCOCC1)c1cc(S(=O)(=O)N2CCOCC2)ccc1Cl (centres undefined) | -3.9% | · | -21.5%
CC(OC(=O)CCCN1C(=O)c2ccccc2C1=O)C(=O)Nc1ncc(Cl)cc1Cl (centres undefined) | -1.9% | 2.0% | -3.3%
CCOc1ccc(CN2C(=O)c3ccccc3Sc3ccc(C(=O)O)cc32)cc1 | ? | 2.6% | ?
N#CCCN(CCC#N)C(=O)c1ccc(Cl)cc1 | -2.7% | 5.3% | 4.0%
COc1ccccc1N1CCN(C(=O)Cc2ccc(Cl)cc2)CC1 | -15.4% | · | ?
CCOC(=O)c1c(NC(=O)CN(CC)CC)sc2c1CCN(C(=O)OCC)C2 | 25.9µM* | 8.7% | ?
Cc1ccccc1OCc1csc(N)n1 | 19.8% | 3.7% | -1.4%
